Assay outcomes from PubChem.
KCNQ1 inh – blocks the human KCNQ1 potassium channel; P51787; B-score at 10 µM; 310,000 compounds, 1.3% hits; CHO-K1 KCNQ1, FluxOR thallium flux fluorescence; active compounds read high;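 active = compounds whose thallium flux B-score, printed positive for inhibition, exceeds three library SD while starting fluorescence stays within three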;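 also: channel opened by potassium depolarization with thallium stimulus after 20 min compound exposure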
KCNK3 inh – human KCNK3 channel inhibition, primary screen. O14649. CHO-KCNK3 thallium flux, FluxOR fluorescence; active compounds read low. B-score at 10 µM. 340,000 compounds, 0.84% hits. AID 602410;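 active = B-score under library mean minus 4 SD, starting fluorescence ratio at most library mean plus 5 SD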;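 also: more negative B-score means stronger inhibition of thallium flux through KCNK3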
KCNK9 block – inhibitors of human KCNK9 two-pore domain potassium channel | Q9NPC2 | HEK293 KCNK9, FluxOR thallium flux fluorescence; active compounds read low | B-score at 10 µM | 310,000 compounds, 1.2% hits;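 active = ratio B-score over 3 SD below the library mean, with starting fluorescence within 5 SD of its mean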;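 also: negative B-score means less thallium flux so channel inhibition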
Target sequence (Q9NPC2 whole entry, looked up, the tested form may be a part): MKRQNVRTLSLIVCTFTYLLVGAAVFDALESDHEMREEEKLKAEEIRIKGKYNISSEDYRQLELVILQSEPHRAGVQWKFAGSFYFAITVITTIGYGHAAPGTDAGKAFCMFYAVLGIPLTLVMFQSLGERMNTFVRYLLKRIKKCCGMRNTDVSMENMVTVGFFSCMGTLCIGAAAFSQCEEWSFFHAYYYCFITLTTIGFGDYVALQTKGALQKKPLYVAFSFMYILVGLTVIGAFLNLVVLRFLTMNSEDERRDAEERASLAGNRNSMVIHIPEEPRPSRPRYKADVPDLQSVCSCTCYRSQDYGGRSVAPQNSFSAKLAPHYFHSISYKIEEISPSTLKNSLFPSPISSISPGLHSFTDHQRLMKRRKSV
KCNQ1 act – human KCNQ1 channel potentiation or activation; CHO-K1 KCNQ1, thallium flux FluxOR fluorescence; active compounds read high; P51787; 310,000 compounds, 0.35% hits; B-score at 10 µM;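 active = fluorescence ratio B-score, a plate-corrected score, at least three library SD, with initial intensity B-score within 5 SD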
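System: CHO-K1 cells stably expressing KCNQ1 / Medium: assay buffer for compound exposure, DMSO matched across wells / Reagent: thallium- and potassium-containing depolarizing buffer / Compound: one concentration, matched DMSO / Incubation: 20 min compound pretreatment at room temperature / Measured by: kinetic FluxOR fluorescence, 10 s baseline plus 110 s post-stimulus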
GSK3beta inhib – blocks human GSK3beta kinase activity | GST-GSK3beta kinase, ADP-Glo luminescence, 60 min; active compounds read low | activity score (negative = inhibition), % at 10 µM | 300,000 compounds, 0.038% hits;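 active = more than half of replicate wells score below -50%, meaning over 50% inhibition versus plate controls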;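 also: 0% = median DMSO wells and -100% = median GW8510 positive control wells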
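Assay system: GST-tagged human GSK3beta kinase, cell-free; Input: 1.6 ng GSK3beta; Medium: Tris/MgCl2 kinase buffer; Timing: 60 min enzyme reaction, room temperature; Signal: ADP-Glo luminescence quantifying ADP generated by kinase; Evaluation: score relative to plate controls; Benchmarks: DMSO neutral wells and GW8510 at 20 µM as positive.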
GSK3 alpha inh – blocks human GSK-3 alpha kinase; 320,000 compounds, 0.1% hits; ADP-Glo luminescence, 60 min; inhibition, % at 10 µM; P49840;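 in the data active = inhibition above about 50%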;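 also: GST-tagged GSK-3 alpha with peptide substrate and 25 µM ATP; 0% = DMSO neutral wells and 100% = GW8510 positive control wells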
Target sequence (P49840 whole entry, looked up): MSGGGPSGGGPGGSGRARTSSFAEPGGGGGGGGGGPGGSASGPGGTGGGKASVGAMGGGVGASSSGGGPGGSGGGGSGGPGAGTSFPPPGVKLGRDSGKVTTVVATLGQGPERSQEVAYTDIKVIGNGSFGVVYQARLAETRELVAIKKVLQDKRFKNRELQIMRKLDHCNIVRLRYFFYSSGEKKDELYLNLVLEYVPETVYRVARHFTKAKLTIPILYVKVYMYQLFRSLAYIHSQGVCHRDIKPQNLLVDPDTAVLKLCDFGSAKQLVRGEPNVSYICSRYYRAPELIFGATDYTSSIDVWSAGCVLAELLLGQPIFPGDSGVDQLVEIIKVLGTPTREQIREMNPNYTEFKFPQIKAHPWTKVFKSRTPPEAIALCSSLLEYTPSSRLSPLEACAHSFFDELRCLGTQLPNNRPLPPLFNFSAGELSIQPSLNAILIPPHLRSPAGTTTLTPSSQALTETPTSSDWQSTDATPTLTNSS
PolyA inhibitor – blocks polyadenylation in yeast reporter cells; S. cerevisiae SKY197-pL101 polyadenylation reporter, beta-gal luminescence; efflux-impaired pdr1/pdr3 knockout yeast; score 100 = 6 SD above DMSO; calls only at 12 µM; 300,000 compounds, 0.02% hits; AID 1875;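 active = lowest replicate activity score at least 50, where 100 means six control SD above control mean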;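 also: yeast exposed to compound for 9 h at 30 °C; higher score means more reporter readthrough which indicates perturbed polyadenylation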
Dyrk1A ADPGlo – Dyrk1A (rat) kinase inhibition | ADP-Glo luminescence, NFATc1 peptide | 310,000 compounds, 0.43% hits | AID 504441 | Q63470 | inhibition, % at 12.5 µM; in the data active = inhibition above about 50%;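 also: plate controls were vehicle with enzyme for no effect and no enzyme for full effect; many of its hits are not listed in these tables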
hERG rescue – compounds protecting human hERG from proarrhythmic drug block. Q12809. CHO-hERG, FluxOR thallium flux, dofetilide IC70 present. activation (rescue from dofetilide block), less the hit threshold, % at 10 µM. 310,000 compounds, 0.51% hits;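 active = activation above the mean of controls blocked by dofetilide plus 5 SD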;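 also: thallium influx through hERG after potassium depolarization seen as dye fluorescence rise; in these data hits start at about 4.7%; inactives centre near -7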
RGS4 block – human RGS4 inhibition | P49798 | B-score at 10 µM | HEK293 M3R/RGS4 inducible, Fluo-4 calcium flux; active compounds read high; triggered by carbachol at its EC20 | 310,000 compounds, 0.45% hits;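 active = B-score, a plate-corrected calcium signal, over three deviations above library mean, with baseline fluorescence within five deviations of library mean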;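 also: RGS4 expression induced by doxycycline in cells with stable M3 receptor; B-score is computed from the integrated fluorescence ratio over baseline after carbachol; higher B-score means a larger calcium signal and so more RGS4 inhibition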
Target sequence (P49798 whole entry, looked up): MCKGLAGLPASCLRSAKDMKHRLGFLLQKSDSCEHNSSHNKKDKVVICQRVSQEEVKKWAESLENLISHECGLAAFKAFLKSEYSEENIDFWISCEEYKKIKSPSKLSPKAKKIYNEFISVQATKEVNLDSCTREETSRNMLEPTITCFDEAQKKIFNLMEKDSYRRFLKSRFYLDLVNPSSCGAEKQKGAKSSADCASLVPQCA
RGS4 act – RGS4 potentiation or activation | B-score at 10 µM | 310,000 compounds, 0.92% hits | HEK293 M3R/inducible RGS4, carbachol calcium flux Fluo4; active compounds read low | AID 463111;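 active = B-score of the integrated calcium signal more than 4 SD below the library mean, with starting fluorescence not abnormally high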;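 also: negative B-score means reduced calcium response which marks RGS4 activation or potentiation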
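test system = HEK293 cells with stable M3R and inducible RGS4 | schedule = recording 10 s baseline at 1 Hz, 100 s post-agonist | technique = Fluo4-AM (2 µM) calcium-flux fluorescence, kinetic read | measure = Agonist-evoked peak-minus-minimum fluorescence over baseline, integrated ratio, B score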
Active calls of the source: *. A portion of the library. The share of hits here may be higher or lower than overall.

`Cc1ccc(C)c(NC(=S)/C(=C(\[O-])c2ccc(Cl)s2)[n+]2ccccc2)c1` gave KCNQ1 inh inactive, KCNK3 inh inactive, KCNK9 block inactive, KCNQ1 act inactive, GSK3beta inhib 1, GSK3 alpha inh -2, PolyA inhibitor inactive, Dyrk1A ADPGlo 11, hERG rescue -7, RGS4 block inactive and RGS4 act inactive.
`CCOc1ccc(S(=O)(=O)Oc2ccc3ccccc3c2)cc1` gave KCNQ1 inh 6*, KCNK3 inh inactive, KCNK9 block inactive, KCNQ1 act inactive, GSK3beta inhib 2, GSK3 alpha inh -3, PolyA inhibitor inactive, Dyrk1A ADPGlo -5, hERG rescue -7, RGS4 block inactive and RGS4 act inactive.
For CCc1ccc(CNC(=O)C(=O)NCCc2ccc(OC)c(OC)c2)cc1 the results were KCNQ1 inh inactive, KCNK3 inh inactive, KCNK9 block inactive, KCNQ1 act inactive, GSK3beta inhib 0, GSK3 alpha inh 0, PolyA inhibitor inactive, Dyrk1A ADPGlo -3, hERG rescue -2, RGS4 block inactive and RGS4 act inactive.
Screening COc1cc(/C=N/N=C(N)N)ccc1OCc1ccccc1Cl returned KCNQ1 inh 10*, KCNK3 inh inactive, KCNK9 block inactive, KCNQ1 act inactive, GSK3beta inhib -13, PolyA inhibitor inactive, Dyrk1A ADPGlo 20, hERG rescue -30, RGS4 block inactive and RGS4 act inactive.
For COc1cc2ncnc(NCc3ccccc3F)c2cc1OC the results were KCNQ1 inh inactive, KCNK3 inh inactive, KCNK9 block inactive, KCNQ1 act inactive, GSK3beta inhib -3, GSK3 alpha inh -2, PolyA inhibitor inactive, Dyrk1A ADPGlo -3, hERG rescue -2, RGS4 block inactive and RGS4 act inactive.
`O=[n+]1c2c(n([O-])c3cc(F)c(F)cc31)CCCC2` gave KCNQ1 inh inactive, KCNK3 inh inactive, KCNK9 block inactive, KCNQ1 act inactive, GSK3beta inhib -3, GSK3 alpha inh -2, PolyA inhibitor inactive, Dyrk1A ADPGlo 0, hERG rescue -7, RGS4 block inactive and RGS4 act inactive.
Cc1nc(-n2cc(F)c(=O)[nH]c2=O)c2nc(C)oc2n1 was read as KCNQ1 inh inactive, KCNK3 inh inactive, KCNK9 block inactive, KCNQ1 act inactive, GSK3beta inhib -1, GSK3 alpha inh -3, PolyA inhibitor inactive, Dyrk1A ADPGlo 2, hERG rescue -11, RGS4 block inactive and RGS4 act inactive.
Cc1sc2ncn(CC(=O)NCC3COc4ccccc4O3)c(=O)c2c1S(=O)(=O)N1CCCCC1 (stereo not given) was read as KCNQ1 inh inactive, KCNK3 inh inactive, KCNK9 block inactive, KCNQ1 act inactive, GSK3beta inhib 1, GSK3 alpha inh 3, PolyA inhibitor inactive, Dyrk1A ADPGlo 1, hERG rescue -4, RGS4 block inactive and RGS4 act inactive.
`COc1ccc(CCNC(=O)C2CCN(S(=O)(=O)N3CC(C)CC(C)C3)CC2)cc1OC` (stereo not given) gave KCNQ1 inh inactive, KCNK3 inh inactive, KCNK9 block inactive, KCNQ1 act inactive, GSK3beta inhib 1, GSK3 alpha inh -2, PolyA inhibitor inactive, Dyrk1A ADPGlo -8, hERG rescue -8, RGS4 block inactive and RGS4 act inactive.
`Cc1ccnc(NC(=O)c2ccc(S(=O)(=O)c3ccccc3)cc2)c1` gave KCNQ1 inh inactive, KCNK3 inh inactive, KCNK9 block inactive, KCNQ1 act inactive, GSK3beta inhib -2, GSK3 alpha inh -1, PolyA inhibitor inactive, Dyrk1A ADPGlo -3, hERG rescue -4, RGS4 block inactive and RGS4 act inactive.
Screening COC(=O)c1ccc(NC(=O)COc2ccc(C3C(C#N)=C(N)Oc4c3ccc3ccccc43)cc2OC)cc1 (stereo not given) returned KCNQ1 inh inactive, KCNK3 inh inactive, KCNK9 block inactive, KCNQ1 act inactive, GSK3beta inhib 0, GSK3 alpha inh 1, PolyA inhibitor inactive, Dyrk1A ADPGlo -2, hERG rescue -12, RGS4 block inactive and RGS4 act inactive.
CCN(CC)c1nc2c(s1)C(=O)NCCC2 was read as KCNQ1 inh inactive, KCNK3 inh inactive, KCNK9 block inactive, KCNQ1 act inactive, GSK3beta inhib 6, GSK3 alpha inh 3, PolyA inhibitor inactive, Dyrk1A ADPGlo -6, hERG rescue 4, RGS4 block inactive and RGS4 act inactive.
CC1(C)CC(=O)C(C=NC2CCCCC2)=C(O)C1 was read as KCNQ1 inh inactive, KCNK3 inh inactive, KCNK9 block inactive, KCNQ1 act inactive, GSK3beta inhib 1, GSK3 alpha inh 1, PolyA inhibitor inactive, Dyrk1A ADPGlo -1, hERG rescue -9, RGS4 block inactive and RGS4 act inactive.
For O=c1cc(-c2c(O)c3ccccc3n(Cc3ccccc3)c2=O)[nH][nH]1 the results were KCNQ1 inh inactive, KCNK3 inh inactive, KCNK9 block inactive, KCNQ1 act inactive, GSK3beta inhib 1, GSK3 alpha inh -1, PolyA inhibitor inactive, Dyrk1A ADPGlo -8, hERG rescue -7, RGS4 block inactive and RGS4 act inactive.
Screening COc1cccc(-c2cc(C(=O)Nc3ccccc3SC)no2)c1 returned KCNQ1 inh inactive, KCNK3 inh inactive, KCNK9 block inactive, KCNQ1 act inactive, GSK3beta inhib 2, GSK3 alpha inh -5, PolyA inhibitor inactive, Dyrk1A ADPGlo 8, hERG rescue -7, RGS4 block inactive and RGS4 act inactive.
Screening CCOC(=O)C1=C(COC(=O)CSc2ccc(Br)cc2)NC(=O)NC1C (stereo not given) returned KCNQ1 inh inactive, KCNK3 inh inactive, KCNK9 block inactive, KCNQ1 act inactive, GSK3beta inhib 0, GSK3 alpha inh 0, Dyrk1A ADPGlo -9, hERG rescue -13, RGS4 block inactive and RGS4 act inactive.
For CCOc1ccc(NC(=O)CN(C)CC(=O)Nc2ccccc2C#N)cc1OCC the results were KCNQ1 inh inactive, KCNK3 inh inactive, KCNK9 block inactive, KCNQ1 act inactive, GSK3beta inhib 2, GSK3 alpha inh 1, PolyA inhibitor inactive, Dyrk1A ADPGlo -3, hERG rescue -8, RGS4 block inactive and RGS4 act inactive.
`COc1ccc(OC)c(NC(=O)[C@@]2(CC(=O)O)CC(/C=C/c3ccccc3)=NO2)c1` gave KCNQ1 inh inactive, KCNK3 inh inactive, KCNK9 block inactive, KCNQ1 act inactive, GSK3beta inhib 5, GSK3 alpha inh -6, PolyA inhibitor inactive, Dyrk1A ADPGlo -1, hERG rescue -2, RGS4 block inactive and RGS4 act inactive.
Screening S=c1[nH]c2ccc(Cc3ccc4[nH]c(=S)[nH]c4c3)cc2[nH]1 returned KCNQ1 inh inactive, KCNK3 inh inactive, KCNK9 block inactive, KCNQ1 act inactive, GSK3 alpha inh 5, PolyA inhibitor inactive, Dyrk1A ADPGlo 3, hERG rescue -5, RGS4 block inactive and RGS4 act inactive.
Screening C=CCOc1cccc(C2/C(=C(\O)c3ccc(F)cc3)C(=O)C(=O)N2CCN(C)C)c1 (stereo not given) returned KCNQ1 inh inactive, KCNK3 inh inactive, KCNK9 block inactive, KCNQ1 act inactive, GSK3beta inhib -4, GSK3 alpha inh 1, PolyA inhibitor inactive, Dyrk1A ADPGlo -6, hERG rescue -8, RGS4 block inactive and RGS4 act inactive.
COc1ccc(C2CC(=O)N(C)c3ccccc3S2)cc1OC (stereo not given) was read as KCNQ1 inh inactive, KCNK3 inh inactive, KCNK9 block inactive, KCNQ1 act inactive, GSK3beta inhib -1, GSK3 alpha inh 3, PolyA inhibitor inactive, Dyrk1A ADPGlo 2, hERG rescue -12, RGS4 block inactive and RGS4 act inactive.
`CCC(C(=O)NCc1ccco1)n1nc(C)n2c(cc3occc32)c1=O` (stereo not given) gave KCNQ1 inh inactive, KCNK3 inh inactive, KCNK9 block inactive, KCNQ1 act inactive, GSK3beta inhib -4, GSK3 alpha inh 3, PolyA inhibitor inactive, Dyrk1A ADPGlo 3, hERG rescue -5, RGS4 block inactive and RGS4 act inactive.
CCC(c1nnnn1CCc1ccccc1)N(Cc1ccco1)Cc1cc2cccc(C)c2[nH]c1=O (stereo not given) was read as KCNQ1 inh 7*, KCNK3 inh inactive, KCNK9 block -10*, KCNQ1 act inactive, GSK3beta inhib -1, GSK3 alpha inh 1, PolyA inhibitor inactive, Dyrk1A ADPGlo -1, hERG rescue -12, RGS4 block inactive and RGS4 act inactive.
`O=[N+]([O-])c1ccc(Cn2cc(-c3cccc(C(F)(F)F)c3)nn2)cc1` gave KCNQ1 inh inactive, KCNK3 inh inactive, KCNK9 block inactive, KCNQ1 act inactive, GSK3beta inhib -1, GSK3 alpha inh -2, PolyA inhibitor inactive, Dyrk1A ADPGlo 8, hERG rescue 0, RGS4 block inactive and RGS4 act inactive.
For Cc1ccc(CNc2ncc(-c3ccc4c(c3)OCO4)n2C)cc1 the results were KCNQ1 inh inactive, KCNK3 inh inactive, KCNK9 block inactive, KCNQ1 act inactive, GSK3beta inhib -9, GSK3 alpha inh 0, PolyA inhibitor inactive, Dyrk1A ADPGlo 5, hERG rescue -28, RGS4 block inactive and RGS4 act inactive.
Screening CCOc1cc(-n2ncc(C#N)c2N)nc(SC)n1 returned KCNQ1 inh inactive, KCNK3 inh inactive, KCNK9 block inactive, KCNQ1 act inactive, GSK3beta inhib 1, GSK3 alpha inh -1, PolyA inhibitor inactive, Dyrk1A ADPGlo -4, hERG rescue 2, RGS4 block inactive and RGS4 act inactive.
Screening CNC(=S)N1CCc2cc(OC)c(OC)cc2C1COc1ccc(OC)cc1 (stereo not given) returned KCNQ1 inh inactive, KCNK3 inh inactive, KCNK9 block inactive, KCNQ1 act inactive, GSK3beta inhib 2, GSK3 alpha inh 0, PolyA inhibitor inactive, hERG rescue -11, RGS4 block inactive and RGS4 act inactive.
Screening CC1CCCN(S(=O)(=O)c2ccc(NC(=O)CCN3C(=O)c4ccccc4C3=O)cc2)C1 (stereo not given) returned KCNQ1 inh inactive, KCNK3 inh inactive, KCNK9 block inactive, KCNQ1 act inactive, GSK3beta inhib 2, GSK3 alpha inh -1, PolyA inhibitor inactive, Dyrk1A ADPGlo 1, hERG rescue -6, RGS4 block inactive and RGS4 act inactive.
